SIAE primary – human SIAE inhibition, primary screen. SIAE FP-Rh probe binding, fluorescence polarization. inhibition, % at 9.66 µM. 370,000 compounds, 0.69% hits;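 active = inhibition above a cutoff: mean of compounds within the control limits plus 3 SD of those, cut at about 17% in these data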;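 also: 0% = plate median of compound wells and 100% = probe without SIAE protein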
Target sequence (Q9HAT2 whole entry, looked up): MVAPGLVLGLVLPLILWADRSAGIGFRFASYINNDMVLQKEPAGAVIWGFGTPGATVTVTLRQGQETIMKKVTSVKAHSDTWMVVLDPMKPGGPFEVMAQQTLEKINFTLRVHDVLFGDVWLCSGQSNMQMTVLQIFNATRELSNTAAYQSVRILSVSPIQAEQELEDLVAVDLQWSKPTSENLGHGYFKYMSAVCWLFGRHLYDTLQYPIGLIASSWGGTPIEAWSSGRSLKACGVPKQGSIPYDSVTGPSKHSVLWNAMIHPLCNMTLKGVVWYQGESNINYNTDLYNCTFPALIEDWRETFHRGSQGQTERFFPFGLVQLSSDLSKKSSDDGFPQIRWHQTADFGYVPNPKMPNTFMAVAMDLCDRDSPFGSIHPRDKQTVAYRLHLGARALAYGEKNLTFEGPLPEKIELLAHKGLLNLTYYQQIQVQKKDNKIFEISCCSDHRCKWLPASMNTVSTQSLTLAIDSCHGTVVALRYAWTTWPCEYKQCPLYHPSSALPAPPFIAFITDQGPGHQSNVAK
PLC-beta3 inh – inhibitors of human phospholipase C beta3; inhibition, % at 12.2 µM; Q01970; 370,000 compounds, 0.18% hits; Purified PLC-beta3, fluorogenic substrate, fluorescence; in the data active = inhibition above about 11%;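 also: 0% = median of compound wells on plate and 100% = full blocker control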
PLCg1 inh – PLC-gamma1 (human) inhibition, primary screen. purified PLC-gamma1, fluorogenic substrate, fluorescence. 370,000 compounds, 0.84% hits. P19174. AID 720700. inhibition, % at 12.2 µM; in the data active = inhibition above about 9.5%
Tn6 DDE FP – DD(E)-Tn6 binding inhibition, primary FP screen; Fibrin DD(E) TRITC-Tn6 fluorescence polarization displacement; inhibition, % at 8.3 µM; 370,000 compounds, 0.21% hits; AID 720509;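 active = inhibition above a per-campaign cutoff: mean of compounds within control limits plus 3 SD, cut at about 15% in these data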;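 also: 0% = median of all compound wells on the plate and 100% = blocking peptide control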
TDP2 absorb – TDP2 (human) inhibition, absorbance primary screen | AID 720702 | recombinant TDP2, T5PNP hydrolysis, p-nitrophenol absorbance 415 nm | inhibition, % at 12.8 µM | 370,000 compounds, 0.34% hits | O95551;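 active = inhibition above the mean of all tested compounds plus 3 SD, set per campaign, cut at about 25% in these data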;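 also: 0% = DMSO with enzyme and 100% = buffer with substrate but no TDP2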
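Material: recombinant human TDP2; quantity: TDP2 enzyme at 120 nM final; medium: Tris-HCl pH 7.5 with MgCl2; compound: single concentration, 12.8 µM nominal, with 1% DMSO; incubation: 2 h enzyme incubation at 37 °C; signal: epi absorbance; measure: percent inhibition; benchmarks: high control without enzyme, low control DMSO plus TDP2; repeats: singlicate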
ADAM10 inh – inhibits human ADAM10; recombinant ADAM10, EDANS/DABCYL FRET peptide cleavage, 3 h; inhibition, % at 7 µM; 370,000 compounds, 0.62% hits; AID 720582;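 active = inhibition above a per-campaign cutoff equal to the mean of compounds falling between control-based bounds plus 3 SD, cut at about 20% in these data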;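 also: 0% = DMSO wells while the 100% control is not disclosed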
Target sequence (O14672 214-748 limits assumed): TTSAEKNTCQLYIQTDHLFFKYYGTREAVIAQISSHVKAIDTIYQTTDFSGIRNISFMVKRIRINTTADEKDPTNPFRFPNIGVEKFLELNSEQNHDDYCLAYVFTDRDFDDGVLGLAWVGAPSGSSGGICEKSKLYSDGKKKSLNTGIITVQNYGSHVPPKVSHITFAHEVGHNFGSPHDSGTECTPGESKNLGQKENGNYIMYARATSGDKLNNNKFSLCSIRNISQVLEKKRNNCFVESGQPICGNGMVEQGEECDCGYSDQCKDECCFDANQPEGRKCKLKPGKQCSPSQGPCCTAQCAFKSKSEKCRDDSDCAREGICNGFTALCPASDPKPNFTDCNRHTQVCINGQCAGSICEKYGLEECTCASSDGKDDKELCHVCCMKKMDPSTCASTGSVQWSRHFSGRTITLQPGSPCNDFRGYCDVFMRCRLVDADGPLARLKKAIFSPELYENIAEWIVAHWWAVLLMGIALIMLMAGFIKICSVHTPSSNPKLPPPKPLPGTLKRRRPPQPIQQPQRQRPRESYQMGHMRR
ARFGAP1 inhibitor – inhibits rat ARF GTPase activating protein 1 | 360,000 compounds, 0.26% hits | Arfgap1-stimulated ARF1 GTP hydrolysis, GDP FP detection | inhibition, % at 16.5 µM | Q62848 | AID 651572;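 active = inhibition above a per-plate limit, mean inhibition of low control wells plus 3 SD, cut at about 25% in these data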;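 also: 0% = DMSO wells with enzyme and 100% = wells lacking Arfgap1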
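Assay system: purified rat His6-Arfgap1 residues 1-136 (GAP domain); Reagent: human Δ17 ARF1 bound to GTP; Dosing: 16.5 µM single point, 1.26% DMSO; Times: GTP hydrolysis reaction 2 h at 25 °C; Signal: FP, GDP Alexa 633 tracer displaced from anti-GDP antibody, 620/688 nm; Measure: % inhibition from polarization.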
Tn7 DDE FP – disrupts Tn7 cyclic peptide binding to fibrin D-Dimer-E complex. inhibition, % at 8.3 µM. P02675. FP displacement of FITC-Tn7 peptide from fibrin DD(E); 0% = median of compound wells per plate. 370,000 compounds, 0.13% hits. AID 720508;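 active = inhibition above the mean of compounds falling within the control limits plus 3 SD of them, cut at about 14% in these data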;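 also: 0% = plate median of compound wells and 100% = 10 µM Aha-Tn7 peptide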
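Also added: labelled Tn7 tracer, 0.1 µM; Assay system: human fibrin DD(E) protein; Amount: 2 µM fibrin DD(E); Schedule: 10 min compound pre-incubation, 3 h probe incubation at room temperature; Repeats: one replicate per compound; Read-out basis: percent inhibition; Measured by: fluorescence polarization of the labelled Tn7 tracer.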
ADAM17 inh – inhibitors of human ADAM17; recombinant ADAM17, EDANS/DABCYL FRET peptide cleavage; inhibition, % at 6.95 µM; 370,000 compounds, 0.83% hits; AID 720648;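 active = inhibition above the mean of compounds lying between control limits plus 3 SD, set per campaign, cut at about 8.5% in these data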;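 also: 0% = DMSO-only wells as the low control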
ASAP1 inh – inhibitors of human ASAP1 ArfGAP activity; ASAP1-stimulated ARF1 GTP hydrolysis, GDP FP detection; inhibition, % at 16.5 µM; 360,000 compounds, 0.19% hits; in the data active = inhibition above about 25%;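 also: 0% = vehicle with enzyme and substrate and 100% = no enzyme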
* = called active by the depositor; i = inactive; . = no result given.

SMILES | SIAE primary | PLC-beta3 inh | PLCg1 inh | Tn6 DDE FP | TDP2 absorb | ADAM10 inh | ARFGAP1 inhibitor | Tn7 DDE FP | ADAM17 inh | ASAP1 inh
O=C(O)C1CCN1C1CCCCC1 (stereo not drawn) | 0 | 2 | 1 | 3 | -1 | 3 | -6 | 2 | -9 | -8
COc1cc(C(=O)Nc2ccn(C)n2)ccc1OC(F)F | 3 | -7 | 2 | -8 | 6 | -13 | -20 | 0 | -3 | 4
Cc1ccc(-n2nnnc2SCC(=O)NCC2(N3CCOCC3)CCCCC2)c(C)c1 | -6 | -6 | 4 | 11 | -19 | 2 | 10 | 1 | 1 | -7
CCOc1ccc(C=Nc2cccc3ncccc23)cc1 | 4 | -9 | -8 | 2 | 5 | -2 | -20 | 6 | -5 | -4
CCC(C)c1ccc(NC(=S)Nc2ccc(OC)cc2C)cc1 (stereo not drawn) | 5 | 1 | 0 | -3 | 3 | -1 | -5 | 5 | 0 | -1
COc1ccc(-c2csc(C(O)(c3ccccc3)C(F)(F)F)n2)cc1 (stereo not drawn) | -9 | 1 | 0 | -1 | -4 | 19 | 24 | -6 | 8 | 3
COC(=O)c1ccccc1NC(=O)N1CCc2ccc(NC(=O)c3ccccn3)cc2C1 | -5 | -10 | -3 | -3 | -7 | 3 | -4 | 5 | -8 | 0
COc1ccc(CCNC(=O)c2cc(-c3ccccc3OC)on2)cc1OC | -8 | -3 | -4 | 3 | 1 | -1 | -2 | -1 | -5 | 1
COc1cc(/C=N/NC(=O)c2cc(-c3ccco3)nc3ccccc23)cc(OC)c1O | 6 | -151 | -101 | -16 | -5 | -136 | 5 | -5 | -46 | 10
C=CCNC(=S)Nc1cc(Cl)ccc1OC | 1 | -5 | -3 | 2 | 6 | -8 | -3 | 0 | -2 | 5
O=C(N/N=C/c1ccccc1)c1n[nH]c2c1CCCC2 | 1 | 0 | 8 | 3 | -7 | -152 | 4 | -9 | 1 | 16
COc1ccc(N2CCOCC2)c(NC(=O)COc2cccc(C)c2C)c1 | 4 | -5 | 0 | 1 | 2 | 0 | 0 | 4 | -4 | -1
COc1cc(/C=C/C(=O)OCC(=O)N2CCN(C(=O)c3ccco3)CC2)ccc1O | 10 | -53 | -59 | -5 | -4 | -58 | 12 | 2 | -19 | -2
COc1ccc(CCC(=O)OCC(=O)NCc2ccc(OC)c(OC)c2)cc1OC | -1 | -10 | -1 | -3 | 5 | -12 | 8 | 5 | -5 | -7
COc1ccc(S(=O)(=O)N2CCN(CC(=O)Nc3cccc(OC)c3)CC2)cc1 | -2 | -8 | 1 | -3 | 13 | -8 | 3 | -1 | -2 | 1
CCc1c(C)sc(NC(=O)CN2CCN(C(=O)c3ccco3)CC2)c1C(=O)OC | -3 | -5 | -4 | -9 | -5 | -8 | -9 | -4 | -1 | 3
COC(=O)COc1cccc(NS(=O)(=O)c2cccc([N+](=O)[O-])c2)c1 | -3 | 2 | 1 | 0 | 6 | 2 | -2 | -5 | -1 | -4
O=C1C2=C(C(c3ccccc3)=NCCN2)C(c2cccc([N+](=O)[O-])c2)N1c1ccccc1 (stereo not drawn) | -10 | -100 | -81 | 1 | -6 | -10 | 3 | 0 | -3 | -2
NS(=O)(=O)c1ccc(CCNC(=O)c2ccc(Cl)c(S(=O)(=O)N3CCCCC3)c2)cc1 | -13 | 2 | -3 | 2 | -2 | 6 | 2 | 0 | -1 | 9
CC(CN1CCN(c2ccccc2)CC1)c1ccccc1 (stereo not drawn) | 9 | 2 | 3 | 0 | 10 | -3 | -10 | -5 | -2 | 3
Cc1ccc(OCC(=O)Nc2ccccc2Sc2ccc(Cl)cc2)c([N+](=O)[O-])n1 | -7 | 2 | 4 | -1 | -6 | 11 | 9 | -6 | 5 | 12
O=C(NCCCn1ccnc1)C(=O)NCC1OCCCN1S(=O)(=O)c1ccccc1 (stereo not drawn) | 16 | 2 | 1 | 6 | 10 | 1 | 21 | -5 | -3 | -5
O=C1Nc2ccc(Cl)cc2C(=O)C1(F)c1ccccc1 (stereo not drawn) | 3 | -42 | -26 | 3 | 23 | 0 | -14 | 3 | -2 | -13
C/C(=N\NC(=S)Nc1cc(S(=O)(=O)N2CCOCC2)ccc1Cl)c1ccc(N2CCOCC2)cc1 | 9 | -9 | 1 | 3 | 2 | -4 | 7 | 1 | -4 | -8
COc1ccc(-n2c(C)cc(C(=O)CN3C(=O)NC4(CCc5ccccc54)C3=O)c2C)cc1 (stereo not drawn) | 0 | -1 | -2 | -3 | -1 | 12 | 9 | 1 | 4 | -9
CCOc1ccc(NC(=O)CN(C)C(=O)c2ccc(NC3CC3)c([N+](=O)[O-])c2)cc1OCC | 10 | -10 | 7 | 5 | -21 | 8 | 7 | 6 | 6 | 5
C/C(CC(=O)Nc1ccccc1C)=N\NC(=O)Cc1csc(N)n1 | 4 | 5 | 9.9* | -6 | -16 | 8 | 3 | -2 | 6 | 6
COCCN1CCn2c(nc3cc(NC(=O)Cn4nc(C)c5ccccc5c4=O)ccc32)C1 | -7 | -167 | -162 | -3 | 2 | -242 | 7 | 4 | -116 | 0
CC1CCN(S(=O)(=O)c2ccc(C(=O)Nc3nnc(-c4ccco4)o3)cc2)CC1 | 10 | -4 | 0 | -2 | 4 | 1 | -9 | -2 | -1 | -3
COc1cnn(-c2ccccc2)c(=O)c1N(C)C | 2 | 4 | 0 | 4 | -1 | -5 | -19 | 0 | 1 | -20
CCOc1ccc(/C=C2/Sc3ccc(C(=O)N4CCOCC4)cc3N(C)C2=O)cc1OC | 2 | -57 | -33 | 1 | -5 | 4 | -6 | 6 | -1 | 3
COc1ccc(CC(=O)N2CCC(CCC(=O)Nc3ccccc3)CC2)cc1 | 5 | -7 | 0 | 0 | -10 | -9 | 6 | -5 | -6 | -5
O=C(COC(=O)c1ccc2ncsc2c1)Nc1ccc(OC(F)(F)F)cc1 | -20 | -20 | -10 | -8 | -9 | 3 | -3 | 0 | 3 | -5
COC(=O)c1c(NC(=O)CN2CCC3(O)CCCCC3C2c2ccc(F)cc2)sc(C)c1C (stereo not drawn) | -2 | 2 | 9 | -5 | -9 | 12 | 7 | -9 | 4 | 5
CCOc1cc(/C=N/NC(=O)OC)ccc1OCCSc1ccc(Cl)cc1 | 2 | 1 | 2 | -9 | 5 | -1 | 9 | 2 | -2 | 0
Cc1ccccc1NS(=O)(=O)c1nnc(NC(=O)c2ccc(Br)cc2)s1 | -5 | -34 | -13 | 1 | -10 | 0 | -5 | 0 | -1 | -9

The closing 2 compounds of the section before open the next one:
SMILES | SIAE primary | PLC-beta3 inh | PLCg1 inh | Tn6 DDE FP | TDP2 absorb | ADAM10 inh | ARFGAP1 inhibitor | Tn7 DDE FP | ADAM17 inh | ASAP1 inh
CCOc1cc(/C=N/NC(=O)OC)ccc1OCCSc1ccc(Cl)cc1 | 2 | 1 | 2 | -9 | 5 | -1 | 9 | 2 | -2 | 0
Cc1ccccc1NS(=O)(=O)c1nnc(NC(=O)c2ccc(Br)cc2)s1 | -5 | -34 | -13 | 1 | -10 | 0 | -5 | 0 | -1 | -9
CCn1c2ccccc2c2cc(/C=N/n3cnnc3)ccc21 | -10 | i | i | -2 | 6 | -495 | -5 | -4 | -155 | -3
O=C(Nc1ccc2c(c1)CCC2)Nc1ccccc1F | -6 | 0 | 9 | -12 | 5 | 3 | 6 | -2 | -2 | 7
CCCCN1C(=O)c2ccc(C(=O)Nc3c(N)n(CCCC)c(=O)n(C)c3=O)cc2C1=O | -2 | 1 | 2 | 2 | 7 | -6 | -5 | 5 | -8 | -9
O=C(Oc1cccc(OC(=O)c2ccco2)c1)c1ccco1 | 1 | -7 | -4 | 8 | 2 | 6 | -6 | 3 | -3 | 11
COc1cccc(N(C(=O)c2ccco2)C(C(=O)NC2CCCC2)c2ccc(N3CCOCC3)cc2)c1 (stereo not drawn) | 0 | -2 | 7 | -7 | -11 | -13 | 3 | -3 | -3 | 7
CN(C)CCN(C(=O)CCS(=O)(=O)c1ccccc1)c1nc2cc3c(cc2s1)OCO3 | 7 | -6 | -3 | 1 | 14 | -1 | -5 | 0 | 0 | -5
CS(=O)(=O)N(CC(=O)N/N=C/c1cc([N+](=O)[O-])ccc1Cl)c1ccccc1 | 8 | -1 | 0 | 5 | 0 | -10 | 16 | -6 | -5 | 8
COC(=O)[C@]12C[C@H](CC(=O)N3CCOCC3)C(=O)N(Cc3cccc4ccccc34)C1=C[C@H](C(C)C)O[C@@H]2C1CC1 | 2 | 1 | 1 | -5 | 0 | -6 | . | 3 | -3 | .
C/C(=N\Nc1ccccc1)c1c(O)cc(C)oc1=O | 5 | -1 | -5 | -7 | -3 | -5 | 1 | 2 | -5 | 6
C#Cc1cccc(OCC(C)CN2CCC(C(O)(c3ccccc3)c3ccccc3)CC2)c1 (stereo not drawn) | -2 | 2 | 2 | -8 | -4 | 15 | . | -8 | 8 | .
CCOC(=O)c1cnc2c(C(=O)OC)cccc2c1NCc1ccco1 | 3 | i | i | -5 | -16 | i | 6 | 3 | i | 9
CCOc1ccc(CN(C)C(=O)CNC(=O)C2CCCCC2)cc1OC | 4 | -1 | -1 | -3 | -9 | -5 | 3 | 2 | 1 | 5

Overlap with the part before: 2 entries, followed by the next part.
SMILES | SIAE primary | PLC-beta3 inh | PLCg1 inh | Tn6 DDE FP | TDP2 absorb | ADAM10 inh | ARFGAP1 inhibitor | Tn7 DDE FP | ADAM17 inh | ASAP1 inh
CCOC(=O)c1cnc2c(C(=O)OC)cccc2c1NCc1ccco1 | 3 | i | i | -5 | -16 | i | 6 | 3 | i | 9
CCOc1ccc(CN(C)C(=O)CNC(=O)C2CCCCC2)cc1OC | 4 | -1 | -1 | -3 | -9 | -5 | 3 | 2 | 1 | 5
COc1ccc(NC(=O)C2CCCN(c3ncccn3)C2)cc1 (stereo not drawn) | -9 | -3 | 0 | -1 | 3 | -7 | 5 | -3 | -3 | 2
O=S(=O)(NCc1ccc2c(c1)OCO2)c1ccc2oc3ccccc3c2c1 | -3 | -4 | 0 | -2 | 7 | 10 | -1 | 1 | 3 | 16
COC(=O)c1c(NC(=O)CSc2ncnc3ccccc23)sc(C)c1C | -7 | -23 | -6 | -6 | -2 | 10 | -5 | 1 | -1 | -8
O=C(Sc1nnc(-c2ccccc2)o1)N1c2ccccc2Sc2ccccc21 | 6 | -4 | -4 | 4 | -9 | 3 | 5 | 7 | -2 | 0
O=C(N/N=C/c1ccc(COc2ccc(Br)cc2)o1)c1ccc2c(c1)OCO2 | 6 | -9 | -2 | 3 | -7 | -7 | 1 | 4 | -2 | 13
N/C(=N\NC(=O)c1cccc(F)c1)c1cc2ccccc2oc1=O | 0 | -22 | -10 | -2 | -15 | -23 | -9 | -1 | -12 | -9

High-throughput results: PubChem BioAssay, The Scripps Research Institute Molecular Screening Center
